MKP-3 inhibition: inhibition of rat DUSP6 enzyme activity – biochemical, in vitro, primary screen (AID 425). recombinant MKP-3 phosphatase activity, fluorescence; higher % means a stronger effect. hit rate 0.17% among 110,000. one-dose inhibition, % at 20 µM; IC50 in µM for titrated hits; in the data active = inhibition above about 50%;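 note: plate controls were vehicle for no effect and reference inhibitor for full effect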
Hsp70 inhibitors: small molecules displacing fluorescent ligand from Hsp70 – biochemical, fluorescence polarization, primary screen (AID 583); Hsp70 fluorescence polarization probe displacement, mP; higher % means a stronger effect; one-dose displacement, % at 20 µM; IC50 in µM for titrated hits; hit rate 0.06% among 140,000; in the data active = displacement above about 50%;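 note: plate controls were vehicle for no effect and reference ligand for full effect; a part of the inactive calls stands beside numbers as strong as those of hits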
An asterisk follows results filed as active; / = no result given; & = joins results of further samples.

Hsp70 inhibitors | MKP-3 inhibition | mol
2.3% | / | CCc1nc(SCC(=O)Nc2c(C)nn(C)c2C)c2cnn(-c3ccccc3)c2n1
-1.0% | -10% | O=C(C1CCCCC1)N1CCC(c2nc3c(nnn3Cc3ccccc3Cl)c(=O)[nH]2)CC1
-3.6% | 2% | O=C(CCCN1C(=O)c2cccc3cccc(c23)C1=O)N1CCCCC1
-1.5% | 0% | CCC(=O)N=c1sc2c(C)cc(C)cc2n1CC(=O)OC
-6.4% | -15% | Cc1ccc(NC(=O)COC(=O)C2CCC(=O)N2)c(S(=O)(=O)N2CCOCC2)c1 (centres undefined)
-5.6% | -9% | COc1ccccc1C(=O)Nc1ccc(-c2nnc(SCC(=O)O)n2C)cc1
0.5% | / | CCC(CC)C(=O)Nc1c(C)n(C)n(-c2ccccc2)c1=O
-1.7% | -4% | Cc1cn2nc(N)c3ccccc3c2n1
8.4% | / | Cc1ccc(NC(=O)CC2SC(=O)N(c3ccccc3)C2=O)cc1 (centres undefined)
0.2% | / | CCCCOC(=O)Nc1ccc(C)c(Cl)c1
5.0% | 0% | Cn1cc(C(=O)N/N=C/c2cccc([N+](=O)[O-])c2)ccc1=O
-1.3% | -2% | CC1=NN(C(=O)c2ccc(Br)cc2)C(O)(c2ccccc2)C1 (centres undefined)

(cont.)
Hsp70 inhibitors | MKP-3 inhibition | mol
/ | 0% | Cc1ccc(CNC(=O)C2C3C=CC4(CN(Cc5cccnc5)C(=O)C24)O3)cc1 (centres undefined)
20% | -11% | O=C(CN1CCN(c2ccccn2)CC1)NC(=O)NC1CCCCC1
18% | 33% | COc1ccc(N/C=C(/C2=CC(=O)C=CC2=O)[N+](=O)[O-])cc1
-5.1% | -4% | O=c1c2ccccc2nc(COc2ccccc2)n1/N=C/c1ccco1
1.6% | 0% | O=C(NC1CCCCC1)C1COc2ccccc2O1 (centres undefined)
-1.8% | -11% | C[C@]12C=CC(=O)C=C1CC[C@@H]1[C@@H]2[C@@H](O)C[C@@]2(C)[C@H]1CC[C@]2(O)C(=O)COC(=O)CCC(=O)O
4.3% | 4% | O=C1CC(c2cccs2)CC(O)=C1C=NCCN1CCNCC1 (centres undefined)
-4.4% | -1% | O=c1c(-c2ccccc2)c(O)nc2ccccn12
-2.5% | 0% | C=C(C)c1cccc(C(C)(C)NC(=O)N(C)C2CCN(C)CC2)c1
6.7% | 5% | Cn1ncc2nc[nH]c(=O)c21
/ | -12% | O=C(Nc1ccc(OC(F)(F)F)cc1)C1=NCCN1
5.5% | 0% | CCCC1CCc2c(sc(NC(=O)c3ccccc3F)c2C(N)=O)C1 (centres undefined)

(continued)
Hsp70 inhibitors | MKP-3 inhibition | mol
3.3% | -1% | COc1ccc(N(CC(=O)Nc2ccc(C(C)=O)cc2)S(=O)(=O)c2ccccc2)cc1Cl
3.3% | -2% | O=C(Nc1cccc(Cl)c1)N(c1ccccn1)c1ccccn1
0.1% | 2% | CCC(C(=O)Nc1ccc(Br)cc1F)c1ccccc1 (centres undefined)
6.2%&-0.3% | -11%&-2% | COc1cc(C2c3c(-c4ccccc4)n[nH]c3C(=O)N2c2ccccc2)ccc1O (centres undefined)
3.2% | -14% | Cc1ccc(S(=O)(=O)n2nc(OC(=O)c3ccco3)cc2N)cc1
-3.4% | 7% | O=C1c2cccnc2-c2ncccc21
10% | -9% | Cc1ccc2nc3c(cc(C#N)c(=O)n3CCN3CCOCC3)c(=O)n2c1
1.9% | -1% | O=C(NCN1C(=O)C2C3C=CC(C3)C2C1=O)OC1CCCCC1 (centres undefined)
6.5% | -11% | CS(=O)(=O)N(CC(=O)NCCSC1CCCCC1)c1ccc2c(c1)OCO2
-7.6% | 4% | C#CCn1cc(/C=C(/C#N)C(=O)Nc2ccc(OC)cc2)c2ccccc21
-0.3% | 2% | O=C(/C=C/c1ccc(F)cc1)N1CCN(Cc2ccccc2)CC1
-3.2% | 0% | Cc1ccc(S(=O)(=O)NCCNC(=O)C2CCCNC2=O)cc1 (centres undefined)

(list continues)
Hsp70 inhibitors | MKP-3 inhibition | mol
0.7% | -1% | O=C(NC1CCN(Cc2ccccc2)CC1)c1ccc(F)cc1
2.3% | -1% | Cc1ccc(Cl)c(OCCCN2CCCCC2)c1
-0.2% | 2% | Cn1c(SCC(=O)Nc2cccc(O)c2)nnc1-c1ccc(S(=O)(=O)N2CCOCC2)cc1
-1.1% | 6% | CCOC(=O)C1CCCN(C(=O)CSc2nccn2C)C1 (centres undefined)
-4.0% | / | O=C(Nc1ncnc2sc3c(c12)CCCCC3)c1ccccc1
-4.7% | 3% | CCN(CC)c1ccc(NC(=O)Cc2ccc(OC)c(OC)c2)cc1
-0.7% | 4% | O=C(Nc1ccccc1)C(=Cc1ccccc1F)NC(=O)c1ccccc1
3.9% | 9% | O=C(Nc1ccc(-c2nc3cc(Cl)ccc3o2)cc1)c1ccc(Br)o1
4.6% | -6% | CN(C(=O)c1ccc(=O)[nH]c1)C1(C(=O)NC2CCCCC2)CCCCC1
-4.1% | -7% | CC(C)C(NS(=O)(=O)c1ccc2c(c1)oc(=O)n2C)C(=O)N1CCN(C2CCCCC2)CC1 (centres undefined)
-0.4% | -10% | CC(=O)OCCN1C(=O)c2cccnc2C1=O
0.1% | 5% | O=C(Sc1nc2ccccc2[nH]1)c1ccccc1

A different layout for part of the listing above.
structure	Hsp70 inhibitors	MKP-3 inhibition
CC(=O)OCCN1C(=O)c2cccnc2C1=O	-0.4%	-10%
O=C(Sc1nc2ccccc2[nH]1)c1ccccc1	0.1%	5%

Five records drawn at random from those above, as already listed:
Hsp70 inhibitors | MKP-3 inhibition | mol
2.3% | -1% | Cc1ccc(Cl)c(OCCCN2CCCCC2)c1
-0.2% | 2% | Cn1c(SCC(=O)Nc2cccc(O)c2)nnc1-c1ccc(S(=O)(=O)N2CCOCC2)cc1
-0.7% | 4% | O=C(Nc1ccccc1)C(=Cc1ccccc1F)NC(=O)c1ccccc1
-4.1% | -7% | CC(C)C(NS(=O)(=O)c1ccc2c(c1)oc(=O)n2C)C(=O)N1CCN(C2CCCCC2)CC1 (centres undefined)
0.7% | -1% | O=C(NC1CCN(Cc2ccccc2)CC1)c1ccc(F)cc1

Following part:
Hsp70 inhibitors | MKP-3 inhibition | mol
4.9% | 0% | CC(CNC(=O)Nc1cccc(Cl)c1)NC(=O)Nc1cccc(Cl)c1 (centres undefined)
0.7% | -6% | N#Cc1c(NC(=O)CSc2nnc(-c3ccncc3)n2CC2CCCO2)sc2c1CCCC2 (centres undefined)
-11% | 2% | Cc1nc(NC2=NCN(Cc3cccnc3)CN2)nc2c(C)cccc12
1.5% | 0% | O=c1[nH]c(SCc2nc3ccccc3[nH]2)nc2ccccc12
0.4% | 5% | Cc1ccc(S(=O)(=O)Nc2sc(Cc3ccccc3)c(C)c2C(N)=O)cc1
-5.2% | -3% | Cc1cccc(NC(=O)Cn2c(C)c(C#N)c3ccccc32)c1C
-0.2% | 3% | CCOC(=O)c1c(NC(=O)COc2ccc(-c3ccccc3)cc2)sc(C(C)=O)c1C
-4.9% | / | Cn1c(=O)c2c(nc(CN3CCN(C(c4ccccc4)c4ccccc4)CC3)n2CC(N)=O)n(C)c1=O
-2.6% | 2% | CCOC(=O)c1c(NC(=O)c2cccs2)sc(C(=O)Nc2ccc(OC)cc2OC)c1C
-0.3% | -11% | CCO/C=N/c1c(C#N)c2c(c(=S)n1C)COC(C)(C)C2
2.8% | -11% | Cc1cc(NS(=O)(=O)c2ccc(NC(=O)NC3CCCCC3)cc2)no1
1.9% | / | COc1ccccc1NC(=O)N1CCCC1C(=O)NCc1ccc2c(c1)OCO2 (centres undefined)

(listing goes on)
Hsp70 inhibitors | MKP-3 inhibition | mol
0.2% | 5% | O=C(COC(=O)C1CCCCC1)Nc1ccc(N2CCCCC2)cc1
-2.0% | 0% | O=C(Cn1c(C(=O)c2ccccc2)nc2ccccc21)c1ccccc1
-0.2% | -10% | CC(C)N1CC23C=CC(O2)C(C(=O)OCc2ccccc2)C3C1=O (centres undefined)
1.6% | -7% | Cc1ccc(C(=O)N(c2ccccn2)C(C)c2ccco2)cc1 (centres undefined)
1.2%&-4.1% | -1%&-1% | CC(=O)Oc1cccc(N2C(=O)C3C4C=CC(C4)C3C2=O)c1 (centres undefined)
-0.1% | 2% | CN(C)CCCNCCCc1ccc(C(C)(C)C)cc1
0.3% | 5% | Cc1nc2ccc(S(=O)(=O)NCC(=O)NCc3ccc4c(c3)OCO4)cc2s1
3.1% | -2% | CCn1ncc(Br)c1C(=O)Nc1cc(C)ccc1F
0.6% | -9% | NS(=O)(=O)c1ccc(C(=O)O)cc1
0.4% | 0% | CC1=C(C(=O)Nc2ccccc2C)C(c2ccccc2Br)NC(=S)N1 (centres undefined)
1.2% | 1% | C=CCN1C(=O)C(Cc2ccc(Br)cc2)S/C1=N\N=C\c1cccs1 (centres undefined)
1.0% | -10% | CCOC(OCC)P(=O)(c1ccccc1)c1ccccc1

(continued)
Hsp70 inhibitors | MKP-3 inhibition | mol
-2.1% | -6% | O=C(c1cccs1)N1CCN(C(=O)c2ccco2)c2ccccc2C1
-102% | 2% | N#C/C(=C\c1ccc(N2CCOCC2)o1)C(=O)NCC1CCCO1 (centres undefined)
1.9% | 1% | COc1cc(/C=C2/C(=O)NC(=O)N(c3ccc(C(C)C)cc3)C2=O)cc(OC)c1O
3.6% | / | Cc1ccc2nc(NC(=O)COC(=O)c3ccc(Br)o3)sc2c1
2.5% | 1% | Cc1ccc(N2CC(C(=O)Nc3cccc(C)c3)CC2=O)cc1 (centres undefined)
2.0% | -7% | CC(C)N(Cc1nc(-c2ccccc2)no1)C(=O)CN1C(=O)c2ccccc2C1=O
2.6%&1.0% | -12%&3% | COc1cc(NS(=O)(=O)c2ccc(F)cc2)c(OC)cc1NC(C)=O
0.7% | / | COCc1cc(=O)[nH]c(/N=C(\N)Nc2ccccc2C)n1
1.4% | 6% | N#CC1=C(N)Oc2c(ccc3cccnc23)C1c1cccnc1 (centres undefined)
-3.6% | / | CC(C)NC(=O)CN1C(=O)C(=O)c2ccccc21
-5.3% | / | Cc1ccc(Cn2nnc3c(=O)n(CC(=O)OCc4ccccc4)cnc32)cc1
-0.4% | 6% | O=C(c1cccc([N+](=O)[O-])c1)c1ccc2c(c1)C(=O)N(c1cccc(-c3nc4ccccc4o3)c1)C2=O

Next records follow.
Hsp70 inhibitors | MKP-3 inhibition | mol
-0.6% | -16% | COc1ccc(-c2n[nH]c(C)c2-c2ccc(OC)c(OC)c2)c(O)c1
0.5% | 3% | Nc1c(S(=O)(=O)c2cccc(Cl)c2)c2nc3ccccc3nc2n1/N=C/c1ccc(O)c(O)c1
3.9% | / | CCNc1nc(NC(C)C)nc(OCCOC(=O)Nc2ccccc2)n1
15% | / | O=C(NCCO)c1ccc2nc(-c3ccco3)c(-c3ccco3)nc2c1
3.0% | -14% | CCOc1ccc(OCc2ccc(C(=O)N3CCCC3)o2)cc1
5.9% | 2% | Cc1cc(C)n2cc(CSCc3ccco3)nc2n1
5.4% | -8% | COC(=O)Cn1ncn2c(cc3oc(C)cc32)c1=O
-0.7% | 3% | CC1CCN(Cc2c(O)ccc3c(=O)c(-c4ccc(Cl)cc4)coc23)CC1
0.9% | 0% | Cc1nn(C(c2ccccc2)C(O)(c2ccccc2)c2ccccc2)c(C)c1Br (centres undefined)
-2.3% | -6% | Cc1cccc(-n2ncc3c(NCc4cccs4)ncnc32)c1
-3.5% | -2% | Cn1nnnc1P(=O)(c1ccccc1)c1ccccc1
-1.6% | 6% | Cc1ccc2c(Cl)c(C(=O)Nc3nc(-c4ccccc4)cs3)sc2c1

Next part.
Hsp70 inhibitors | MKP-3 inhibition | mol
0.3% | 3% | O=C1CC(c2cc(Br)ccc2F)c2ccc3ccccc3c2N1 (centres undefined)
-6.0% | -10% | CCOP(=O)(CC(=O)O)c1ccccc1 (centres undefined)
-5.9% | 0% | Cc1ccc(N(CC(=O)Nc2ccccc2C)S(=O)(=O)c2ccccc2)cc1
6.5% | -21% | CC(C)C1Nc2ccc(S(N)(=O)=O)cc2C2C=CCC21 (centres undefined)
-3.6% | -7% | COc1ccc(C(c2sc3nc(C)nn3c2O)N2CCC(O)CC2)cc1OC (centres undefined)
2.7% | 1% | CCOC(=O)CCc1c(C)nc2cc(-c3ccc(C)cc3)[nH]n2c1=O
-5.3% | / | Cc1ccc(Cn2nnc3c(=O)n(CC(=O)N4CCCc5ccccc54)cnc32)cc1
-1.4% | 5% | O=C(CC1S/C(=N\N=C\c2ccco2)NC1=O)Nc1ccccc1F (centres undefined)
6.7% | -2% | COc1cccc(OCC(=O)Nc2c(C(=O)Nc3ccc(OC)cc3OC)oc3ccccc23)c1
-3.1% | -3% | COC(=O)c1c(NS(=O)(=O)c2cccs2)sc2c1CCCC2
4.1% | / | Cc1c(NC(C)c2cc(Cl)ccc2O)c(=O)n(-c2ccccc2)n1C (centres undefined)
0.7% | / | CCOC(=O)/C(=C\Nc1ccc(OC(F)(F)F)cc1)Sc1ncc(C(F)(F)F)cc1Cl

4 entries from above, with each value named:
CC(C)C1Nc2ccc(S(N)(=O)=O)cc2C2C=CCC21 (centres undefined)
  Hsp70 inhibitors = 6.5%	MKP-3 inhibition = -21%
O=C1CC(c2cc(Br)ccc2F)c2ccc3ccccc3c2N1 (centres undefined)
  Hsp70 inhibitors = 0.3%	MKP-3 inhibition = 3%
O=C(CC1S/C(=N\N=C\c2ccco2)NC1=O)Nc1ccccc1F (centres undefined)
  Hsp70 inhibitors = -1.4%	MKP-3 inhibition = 5%
CCOC(=O)/C(=C\Nc1ccc(OC(F)(F)F)cc1)Sc1ncc(C(F)(F)F)cc1Cl
  Hsp70 inhibitors = 0.7%	MKP-3 inhibition = /

Further entries.
Hsp70 inhibitors | MKP-3 inhibition | mol
1.9% | 2% | Cc1ccc(S(=O)(=O)N2c3ccccc3C(C)CC2(C)C)cc1 (centres undefined)
-0.1% | 1% | COc1ccccc1N1CCSC1C(N)=O (centres undefined)
0.6% | 4% | O=C(NC1CCN(C(=O)N2CCOCC2)CC1)c1ccccc1
1.7% | -2% | N#Cc1ccc(NC(=O)C2CC(c3ccc(F)cc3)=NO2)cc1 (centres undefined)
-0.3% | -3% | COCCSc1nnc(NC(=O)CSc2ccccc2)s1

Screening results as filed in PubChem.

This is a subset; count on the stated rates, not on these rows.
